Compound activity (PubChem)
Pf Dd2 growth: inhibitors of Plasmodium falciparum Dd2 growth; P. falciparum Dd2 growth, SYBR Green, 72 h; Potency, µM (doses to about 28.9 µM), without a hit: top-dose activity, negative = inhibition, usual class: inhibitors; 4.3% of 120,000 active; AID 1347417; active means well fitted inhibition curve with a large enough effect; inconclusive means small, poorly fitted or top-dose-only effect; inactive means no such curve, though single readings can be large or run the other way;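 further: plate controls were DMSO vehicle for no effect and reference drug for full effect; nearly all actives have a fitted effect of over 65% in size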
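Readout: SYBR Green fluorescence, 485 nm excitation, 535 nm emission, after ~16 h lysis at 37C. Before that, Dd2-infected red cells (2.5% hematocrit) grew 72 h with compound, 29 uM top final concentration.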
* marks the source's active call; other numbers are inactive results; i = inactive; ? = inconclusive; [ ] = another dose, or the depositor's remark. Potency means the concentration at half of the fitted maximal effect. An excerpt; the hit share may differ from the screen's.

SMILES | Pf Dd2 growth
Cc1ccc(NC(=O)c2ccc3c(c2)N(C)C2CCCN2C3=O)cc1C (stereo not drawn) | -10%
CCCN(C(=O)Cn1cnc2onc(-c3ccc(F)cc3)c2c1=O)c1cccc(Cl)c1 | ?
COc1ccc(CNC(=O)C(=O)Nc2ccc(OC)cc2OC)cc1 | 5.6µM*
Cc1ccc(S(=O)(=O)N2CCC3(CC2)C(=O)N(CC(=O)NC(C)C)CN3c2ccccc2)cc1 | -9%
Cc1ccccc1C(=O)Nc1nnc2n1CCS2 | -21%
CN(CC1CCN(CCc2cccc(F)c2)CC1)C(=O)c1cn2cccnc2n1 | -10%
CCC1=C(C(=O)OC)C(c2ccc(C)cc2C)N2C(CC(=O)N3CCC(C)CC3)=CSC2=N1 (stereo not drawn) | ?
Cc1ccc(-c2noc(-c3ccc(NCC4CCCO4)c([N+](=O)[O-])c3)n2)cc1 (stereo not drawn) | 18%
O=C(CN1C(=O)COc2ccc(S(=O)(=O)N3CCCC3)cc21)N1CCN(c2ccccc2)CC1 | -15%
COc1ccc(CCNC(=O)CCn2c(=O)c3ccccc3n(CC(=O)Nc3ccccc3F)c2=O)cc1OC | -4%
CCCNC(=O)N1CCC(Cc2nc(-c3ccccc3)n[nH]2)C1 (stereo not drawn) | ?
COc1cccc(N2CCN(C(=O)c3cccc(-n4c(C)nc5cccnc54)c3)CC2)c1 | -7%

Five neighbouring records from above, for reference:
SMILES | Pf Dd2 growth
CCCN(C(=O)Cn1cnc2onc(-c3ccc(F)cc3)c2c1=O)c1cccc(Cl)c1 | ?
COc1ccc(CNC(=O)C(=O)Nc2ccc(OC)cc2OC)cc1 | 5.6µM*
Cc1ccc(S(=O)(=O)N2CCC3(CC2)C(=O)N(CC(=O)NC(C)C)CN3c2ccccc2)cc1 | -9%
Cc1ccccc1C(=O)Nc1nnc2n1CCS2 | -21%
CN(CC1CCN(CCc2cccc(F)c2)CC1)C(=O)c1cn2cccnc2n1 | -10%

Continuation.
SMILES | Pf Dd2 growth
C=CCNc1ncnc2c1CCN(C(=O)c1ccccc1OCC)CC2 | ?
CCCCOc1ccccc1C(=O)Nc1nonc1-c1ccccc1 | i
Cc1ccc(CCCN2CCOc3ccc(C(=O)NCc4ccccc4F)cc3C2)o1 | -9%
CCN(CC)C(=O)Cn1c(=O)cc(C)c2c(C)nn(-c3ccc(C)cc3)c21 | 35%
CCCN(CC1CCOC1)C(=O)c1ccc(F)c(Cl)c1 (stereo not drawn) | ?
O=C(CSc1nc2c([nH]c3ccccc32)c(=O)n1-c1ccccc1F)Nc1ccccc1C(F)(F)F | 10µM*
O=C(c1ccccc1OC1CCN(C2Cc3ccccc3C2)CC1)N1CCCCC1 | -18%
COCCN1C(=O)c2ccccc2C(C(=O)Nc2ccc(OC)c(Cl)c2)C12CCCC2 (stereo not drawn) | -8%
CCOc1ccc(-n2c(=O)c3c4c(sc3n(CC(=O)Nc3cccc(C(F)(F)F)c3)c2=O)CCCCC4)cc1 | ?
CC1CCN(C(=O)Cn2c(-c3cccs3)cc3cc(Cl)ccc32)CC1 | -8%
CCCCC(=O)Nc1nnc(SCc2cc(=O)n3cc(C)ccc3n2)s1 | 2%
COc1ccc(NC(=O)c2cc3c(=O)n(Cc4cccs4)ccc3nc2C)cc1 | -27%

Exported as labelled records: entries from further up
SMILES: COc1cccc(N2CCN(C(=O)c3cccc(-n4c(C)nc5cccnc54)c3)CC2)c1
- Pf Dd2 growth: -7%
SMILES: C=CCNc1ncnc2c1CCN(C(=O)c1ccccc1OCC)CC2
- Pf Dd2 growth: ?

(further entries)
SMILES | Pf Dd2 growth
Cn1c(CNC(=O)c2cccc(C3CCNC3)c2)nc2ccccc21 (stereo not drawn) | 24%
Cc1ccccc1[C@H]1C[C@@H](O)[C@@H](O)[C@@H]1NC(=O)c1nc2ccccc2s1 | i
CCOC(=O)C1=C(CN2CCN(c3cccc(OC)c3)CC2)NC(=O)NC1c1ccc(OC)cc1 (stereo not drawn) | 22%
CN1C(=O)Cc2cc(S(=O)(=O)N3CCN(c4ccc(Cl)cc4)CC3)ccc21 | -1%
O=C1CCCCC(CNC(=O)c2cccnc2)N1 (stereo not drawn) | 0%
CCN(C(=O)Cc1c(C(=O)O)[nH]c2ccccc12)c1ccc(OC)cc1 | 16%
COC(=O)c1c(NC(=O)Nc2ccc(Cl)cc2)sc(C)c1C | 7%
O=C(CN1C=NS(=O)(=O)c2ccc(C(F)(F)F)cc21)Nc1cccc(C(F)(F)F)c1 | i
Cc1cnc(C2CCOCC2)n1C1CCN(C(=O)C(C)Oc2ccccc2)CC1 (stereo not drawn) | ?
COc1ccc(C(=O)COC(=O)CCCC(=O)Nc2ccc(C(C)=O)cc2)cc1 | i
Cc1cc2c(c(=O)n(-c3ccc(F)cc3)c(=O)n2CC(=O)Nc2ccccc2C(F)(F)F)n1C | 41%[activator]
COCCNC(=O)[C@@H]1C[C@H](Oc2cccnc2)CN1C(=O)CC1CCCCC1 | 8%
Cc1cc(CNc2ccc(-c3nc(CCCc4ccccc4)no3)cn2)no1 | ?
Cc1ccc(-c2nnc(Nc3ccc(F)cc3)c3ccccc23)cc1S(=O)(=O)NC(C)C | 11µM*
CC(C)c1nc2c(c(-c3ccc(Cl)cc3)n1)CCN(C(=O)c1ccc3c(c1)OCO3)CC2 | ?
O=C(NCc1ccccc1)C1CC(c2ccccc2)CN(C(=O)c2ccccc2F)C1 (stereo not drawn) | ?
CCCS(=O)(=O)c1c(S(=O)(=O)CCC)c2cc(CC)ccn2c1C(=O)c1ccc(OC)cc1 | ?
Cc1ccc2nc(CO[C@H]3CN(Cc4ccc5c(c4)OCO5)C[C@H]3F)[nH]c2c1 | ?
COc1cc(Cl)ccc1Nc1ncc(C(=O)N2CCN(c3ccccc3OC)CC2)c2ccccc12 | ?
O=C1N(CCc2ccccc2)CCOC12CCN(Cc1ccc3cn[nH]c3c1)CC2 | -19%[44.1 µM]
COc1ccccc1NC(=O)C(=O)NCC(c1ccc2c(c1)OCO2)N1CCN(C)CC1 (stereo not drawn) | ?
Cc1nn2c(c1-c1ccccc1C(C)C)N(Cc1ccc(F)cc1)CCC2 | ?
Cc1ccc(-c2noc([C@@H]3C[C@H](NC(=O)Nc4ccc(Cl)cc4)CN3C)n2)cc1 | -8%[44.1 µM]
O=C(NCc1ccncc1)c1ccc2nccn2c1 | -8%
Cc1cc(=O)[nH]c(NCCNc2nccc(-c3cccnc3)n2)n1 | 0%
CNC(=O)[C@@H]1C[C@H](Oc2cccnc2)CN1S(=O)(=O)c1cccs1 | 16%
Cc1c(C(=O)N2CCC(C)CC2)c(S(=O)(=O)NCc2ccc(Br)cc2)c(C)n1C | i
O=C(NCC1CCCN(S(=O)(=O)c2ccc3c(c2)OCCO3)C1)c1cccs1 (stereo not drawn) | -14%
CC(=O)c1ccc(NC(=O)CN2C(=O)CCc3cc(S(=O)(=O)N4CCC(C)CC4)ccc32)cc1 | i
Cc1nn(C)cc1CN1CCC2(CCN(Cc3cccnc3)CC2)C(CO)C1 (stereo not drawn) | -5%
CCCCc1nn2c(=O)cc(COC(=O)c3ccc4c(c3)OCO4)nc2s1 | 49%[activator]
COc1cccc(CCN2CC[C@H]3CN(C(=O)Nc4ccc(F)cc4)CC[C@H]3CC2=O)c1OC | i
O=C(c1ccccc1F)N1CCC2(CC1)CC(c1cccnc1)=NO2 | 13%
CC(=O)NC1(C)CCN(Cc2cccc(-c3cccc4ncccc34)c2)C1 (stereo not drawn) | i
CCc1ccc(NC(=O)Cn2c(=O)n(CCCCC(=O)NCCc3ccc(Cl)cc3)c(=O)c3ccccc32)cc1 | -6%
Cc1nc2sccn2c(=O)c1S(=O)(=O)Nc1cccc(Cl)c1C | -16%

Six compounds already listed, arranged by molecular weight, highest first.
SMILES | Pf Dd2 growth
O=C(NCc1ccccc1)C1CC(c2ccccc2)CN(C(=O)c2ccccc2F)C1 (stereo not drawn) | ?
O=C1N(CCc2ccccc2)CCOC12CCN(Cc1ccc3cn[nH]c3c1)CC2 | -19%[44.1 µM]
CC1CCN(C(=O)Cn2c(-c3cccs3)cc3cc(Cl)ccc32)CC1 | -8%
Cc1ccc(NC(=O)c2ccc3c(c2)N(C)C2CCCN2C3=O)cc1C (stereo not drawn) | -10%
CCCCOc1ccccc1C(=O)Nc1nonc1-c1ccccc1 | i
CCCN(CC1CCOC1)C(=O)c1ccc(F)c(Cl)c1 (stereo not drawn) | ?

Other compounds.
SMILES | Pf Dd2 growth
O=C(Cn1cccc1-c1nc(-c2ccc(F)cc2)no1)Nc1ccc(F)cc1 | ?
COc1ccc(CNc2ccc3cc(S(=O)(=O)N4CCCCC4)ccc3n2)cc1 | -11%
CCn1cc(CN(C)C(=O)[C@H]2CN(Cc3ccccc3)C[C@H]2C(=O)O)c(C)n1 | ?
Cc1ccc(-n2c(=O)c3c4c(sc3n(CC(=O)C(C)(C)C)c2=O)CCCCC4)cc1C | ?
O=C(Cc1ccc(F)cc1)N1CCc2nc(-c3ccc(Cl)cc3)nc(-c3ccccc3)c2C1 | i
COc1cccc(-c2nc(CS(=O)(=O)CC(=O)N3CCN(c4ccccc4)CC3)c(C)o2)c1 | ?
COCCOC1CN(C2CCN(C(=O)c3ccco3)CC2)C12CCCCC2 (stereo not drawn) | ?
Cc1ccc(-n2cnc3cc(C(=O)NCCC4=CCCCC4)ccc32)cc1Cl | -1%
O=C(NCC1CCCO1)c1cc(-c2ccccc2F)cc2c1OCCN2Cc1cccnc1 (stereo not drawn) | i
Cc1ccc(N2Cc3c(NCCO)ncnc3N(C)CC2=O)cc1 | 0%[44.1 µM]
CC1(C)CC(=O)c2cc(C(=O)Nc3ccc(Br)cc3)c(=O)n(-c3ccc(Cl)cc3)c2C1 | -21%
O=C(N1CCN(c2ccccn2)CC1)C1(c2ccc(Cl)cc2)CCOCC1 | 0%
Cc1ccc(-c2cc3ncc4c(n3n2)-c2cc(Cl)ccc2OC4)cc1 | 29%
COc1ccc2c(c1)CCN=C2C[C@H]1CN(S(C)(=O)=O)CC[C@H]1CC(=O)O | -17%[44.1 µM]
CN(C)C(=O)CN1CCCC(N2CCN(c3cccc(C(F)(F)F)c3)CC2)C1 (stereo not drawn) | -9%
COc1ccc(-c2cc(N3CCC(NC(=O)c4cccc(C#N)c4)CC3)n[nH]2)cc1 | -16%
CCc1c(C)nc(SCc2nc(-c3ccccc3C)no2)[nH]c1=O | 32%[activator]
O=c1c2sc3ccccc3c2n(Cc2cccc(Cl)c2)c(=O)n1Cc1ccccc1 | ?
Cc1ccc(Cl)cc1NC(=O)C(NS(=O)(=O)c1cccc2nsnc12)c1ccccc1 (stereo not drawn) | 17%
O=C1c2cc(N3CCOCC3)nc(-c3cnc4[nH]ccc4c3)c2CN1CC1CC1 | ?
COc1ccc(-c2ccc3c(c2)C(=O)N2CC[C@H](NC(=O)CSC)C[C@H]2C(=O)N3)cc1 | i
O=c1oc2ccccc2cc1-c1cn2cc(Cc3ccc(F)cc3)sc2n1 | 12%
CCCCC(CC)CNC(=O)CCCn1c(=O)[nH]c2ccsc2c1=O (stereo not drawn) | i
O=C(CCC[C@H]1NC[C@@H]2CC1CN(Cc1ccccc1)C2)NCc1ccc(F)cc1 | ?
Cc1cn2nc(C(=O)Nc3ccc(N(C)C)cc3)cc2c(N2CCSCC2)n1 | ?
Cc1nc(-c2ccccc2)sc1-c1ccc(SCC(=O)Nc2cccc(C(F)(F)F)c2)nn1 | -8%
Cc1ccc(OCCn2cc(C(=O)c3cccs3)c3ccccc32)cc1 | 4µM*
CS(=O)(=O)Nc1ccc(-c2nc3ccccc3s2)cc1 | 19%
CCC(=O)N(C1CCNCC1)C1CCOCC1 | 5%
O=C(CCn1c(=O)c2cccn2c2ccccc21)Nc1ccc(F)cc1 | ?
Cc1ccc(CNC(=O)CSc2nnc(C)c3c(C)n(-c4ccccc4)nc23)cc1 | 28%
COc1cccc(CN2CCCOCCNC(=O)[C@@H]3CCCC[C@@H]32)c1OC | ?
CCN1C(=O)Cc2cc(C(=O)NC(C)c3ccccc3)ccc21 (stereo not drawn) | i
O=C(NCCn1cccc1-c1nc(-c2ccc3c(c2)OCO3)no1)c1ccc(F)cc1 | 131%[activator]
O=C(CCn1c(=O)c2cccn2c2cccnc21)Nc1ccccc1C(F)(F)F | 12%
CC(=O)Nc1ccc2nc(SCCOc3cc(C)cc(C)c3)sc2c1 | i
CS(=O)(=O)c1ccc(OCC2(CNC(=O)N3CCOCC3)C[C@@H](O)[C@@H](O)C2)cc1 (stereo partly drawn) | 20%[44.1 µM]
O=C(NCc1ccccc1F)C1CCN(Cc2cc3ccccc3n2Cc2cccc(Cl)c2)CC1 | ?
CCOC(=O)c1c(C)[nH]c(C)c1S(=O)(=O)NCC(=O)Nc1cc(Cl)ccc1OC | 0%
O=C(NCc1cccs1)c1nn(-c2ccccc2)nc1CO | 22%
Cc1nc(-c2ccc(OC3CCN(C(=O)c4cc(C)n(C)n4)C3)cc2)no1 (stereo not drawn) | -14%[5.79 µM]
COc1ccc(Cl)cc1NC(=O)Cc1coc2c(C)c(C)ccc12 | -29%
Cc1[nH]c2c(F)cccc2c1CC(=O)N1CCCC(c2nc(C(C)C)no2)C1 (stereo not drawn) | -4%
COc1ccc(CNC(=O)CC[C@@H]2CNC(=O)[C@@H]3C[C@H](NCc4ccccc4)CN23)cc1 | ?
CNC(=O)[C@@H]1C[C@H](Oc2cccnc2)CN1 | i
COc1cc2nc(Nc3ccc(C)c(C)c3)nc(N)c2cc1OC | 0.1µM*
CCn1cc(S(=O)(=O)N2CC(F)(F)C[C@H]2c2nnc(C)o2)cn1 | 60%[activator]

Structures from the list above that have a COOH group, in the order listed:
SMILES | Pf Dd2 growth
CCN(C(=O)Cc1c(C(=O)O)[nH]c2ccccc12)c1ccc(OC)cc1 | 16%
CCn1cc(CN(C)C(=O)[C@H]2CN(Cc3ccccc3)C[C@H]2C(=O)O)c(C)n1 | ?
COc1ccc2c(c1)CCN=C2C[C@H]1CN(S(C)(=O)=O)CC[C@H]1CC(=O)O | -17%[44.1 µM]
